# Bioassay records (PubChem)
# M. tuberculosis GlmU: inhibition of mycobacterial GlmU enzyme – biochemical, glucosamine-1-phosphate acetyltransferase (AID 1376). one-dose inhibition, %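 (tested at 30 µM in the primary screen)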; IC50 in µM for titrated hits. hit rate 0.25% among 220,000. M. tuberculosis GlmU acetyltransferase enzyme assay; higher % means a stronger effect; in the data active = inhibition above about 13%;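 note: 0% = complete reaction with vehicle and 100% = reaction without substrate; strong numbers were not always called active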
# Mtb RmlCD inh: inhibitors of Mycobacterium tuberculosis RmlC and RmlD coupled enzymes; RmlC+RmlD coupled enzyme assay, percent inhibition; primary screen in compound mixtures; inhibition, % at 3.6 µM; P9WH09+P9WH11; hit rate 0.03% among 160,000; in the data active = inhibition mostly above about 34%, no sharp cut-off; note: some results filed as inactive read as strong as hits
# Target sequence (P9WH09 whole entry, looked up): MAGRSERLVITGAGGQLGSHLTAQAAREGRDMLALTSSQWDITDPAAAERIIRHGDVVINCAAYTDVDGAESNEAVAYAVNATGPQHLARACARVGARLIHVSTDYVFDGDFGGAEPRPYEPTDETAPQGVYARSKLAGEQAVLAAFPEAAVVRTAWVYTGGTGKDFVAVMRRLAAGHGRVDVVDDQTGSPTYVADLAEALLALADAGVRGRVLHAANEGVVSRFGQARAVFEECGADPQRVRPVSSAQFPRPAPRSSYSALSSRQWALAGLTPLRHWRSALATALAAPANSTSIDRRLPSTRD
# Target sequence (P9WH11 whole entry, looked up): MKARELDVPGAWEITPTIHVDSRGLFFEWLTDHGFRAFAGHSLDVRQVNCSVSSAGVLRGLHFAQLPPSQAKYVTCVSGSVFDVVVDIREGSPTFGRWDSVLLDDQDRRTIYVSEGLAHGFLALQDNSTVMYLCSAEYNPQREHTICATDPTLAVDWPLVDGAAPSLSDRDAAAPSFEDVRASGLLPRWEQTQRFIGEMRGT
# Active calls of the source: *; nt = not tested or not shown. Not all compounds are listed; count on the stated rates, not on these rows.
SMILES | M. tuberculosis GlmU | Mtb RmlCD inh
CCC1CCCCN1Cc1cc(OC)c(O)c([N+](=O)[O-])c1 (stereo not given) | 3.7% | 12.9
CCCCCCCn1c(=N)n(CC(O)c2ccco2)c2ccccc21 (stereo not given) | -4.7% | 10.2
COc1ccc(C(=O)O/N=C(\N)c2ccccc2)c(OC)c1 | 7.8% | nt
O=c1[nH]c(=O)n(Cc2ccccc2)c2nc(-c3ccc(Oc4ccc(F)cc4)c([N+](=O)[O-])c3)n(CCO)c12 | -6.6% | 4.1
CC(C)c1c(O)nc(SCCC(=O)O)[nH]c1=O | 1.8% | nt
CCc1ccc(NC(=O)c2ccc(OC)c([N+](=O)[O-])c2)cc1 | 0.3% | -7.3
COCCCNC(=O)CC(=O)N/N=C\c1ccc(SC)cc1 | 3.8% | nt
O=[N+]([O-])c1ccccc1/C=C/C=N/n1c(-c2ccco2)n[nH]c1=S | 5.0% | nt
O=c1oc2c(CN3CCOCC3)c(O)ccc2c2c1CCCC2 | 1.0% | 44.3*
C=CCn1c(SCC(=O)Nc2ccc(F)cc2)nc2cc(C(=O)O)ccc2c1=O | -3.7% | 4.2
Cc1ccccc1NC1=NS(=O)(=O)c2ccccc21 | 0.8% | -1.0
Cc1cccc(C(=O)Nc2nnc(SCC(=O)Nc3ccc4c(c3)oc3ccccc34)s2)c1 | 1.1% | nt
Cc1ccc(S(=O)(=O)/N=C(\N)Nc2nc(C)c3cc(C)c(C)cc3n2)cc1 | 4.1% | -22.5
CCOC(=O)c1ccc(NC2=CC(=O)CC(c3ccco3)C2)cc1 (stereo not given) | 1.6% | 5.9
N#CC1=C(N)Oc2c(ccc3cccnc23)C1c1ccncc1 (stereo not given) | -0.1% | 4.0
Cc1cc2c(c(SCC(N)=O)n1)C(=O)OC2 | -4.9% | -12.8
O=C(O)C1C2CCC(C2)C1C(=O)Nc1nc2ccccc2s1 (stereo not given) | 4.3% | nt
Cc1ccc(-n2c(SCC(N)=O)nnc2-c2cccnc2)c(C)c1 | 4.5% | -4.1
COc1cccc(-n2c(Cc3cc(=O)[nH]c(=O)[nH]3)nnc2SCC(=O)N2CCCCC2)c1 | -3.5% | 5.7
COc1ccc(C[C@H]2CN3C(=NC[C@H]3C)N2CCNC(=O)CCC2CCCCC2)cc1 | -1.2% | nt

# Some of these compounds in order of number of heavy atoms, lowest first.
SMILES | M. tuberculosis GlmU | Mtb RmlCD inh
O=c1oc2c(CN3CCOCC3)c(O)ccc2c2c1CCCC2 | 1.0% | 44.3*
COc1ccc(C[C@H]2CN3C(=NC[C@H]3C)N2CCNC(=O)CCC2CCCCC2)cc1 | -1.2% | nt
COc1cccc(-n2c(Cc3cc(=O)[nH]c(=O)[nH]3)nnc2SCC(=O)N2CCCCC2)c1 | -3.5% | 5.7

# More structures follow.
SMILES | M. tuberculosis GlmU | Mtb RmlCD inh
CCCCc1nn(-c2cc(Cl)ccc2OC)c2c1C(=O)CCC2 | 8.5% | nt
Cc1ccccc1-n1c(C)n[nH]c1=S | -0.3% | nt
COC(=O)c1ccc(NCCc2csc(-c3ccc(C)cc3)n2)c([N+](=O)[O-])c1 | 1.5% | 7.5
CCOC(=O)C1=C(N)Oc2c(oc(CO)cc2=O)C1c1ccccc1 (stereo not given) | -1.6% | 9.3
CN(C)/C=C(\C#N)C(=O)Nc1ccc(F)cc1 | 0.1% | nt
CCOC(=O)C1=C(C)N=C2SC(C)C(=O)N2C1c1ccc(OCC)c(OCC)c1 (stereo not given) | 14.7%* | nt
CN(C)C=NC(=O)c1cc(C(=O)c2ccccc2Cl)c[nH]1 | -4.3% | 10.9
C=CCn1c(=O)c(C=Nc2cccc([N+](=O)[O-])c2)c(O)n(CCCC)c1=O | 2.3% | 1.2
Cc1ccc(NC(=S)NCCCN2CCOCC2)cc1C | -5.0% | -1.0
COC(=O)c1ccc(NC(=S)NCCc2cccc(C)c2)cc1 | 6.9% | nt
CCOc1ccc(-c2nnc(-c3ccncc3)o2)cc1 | 2.8% | 11.0
CC(C)(C)OC(=O)N1CCC(c2c(C(=O)O)cnn2-c2ccc(Cl)cc2)CC1 | -1.4% | nt
O=C(Nc1ccc(Cl)c(C(F)(F)F)c1)c1ccco1 | 2.0% | nt
N#Cc1ccccc1CN1C(=O)NC(Cc2c[nH]c3ccccc23)C1=O (stereo not given) | -0.5% | -12.6
COCc1nnc(N)s1 | 4.0% | 4.3
NS(=O)(=O)c1ccc(NC(=O)Nc2ccccc2)cc1 | 7.7% | -8.8
O=C(NCCc1nc2ccccc2[nH]1)c1ccco1 | -3.2% | -9.7
Cc1c(C(=O)NCCSCc2ccccc2Cl)cccc1[N+](=O)[O-] | 2.6% | 7.1
Cc1oc(C(C)(C)C)cc1C(=O)Nc1cccc(/C=C/C(=O)O)c1 | 4.9% | 52.5
CCC(=O)NCC(c1cccs1)N1CCOCC1 (stereo not given) | 0.0% | -7.2
O=C(c1cc([N+](=O)[O-])ccc1N1CCOCC1)N1CCOCC1 | 0.0% | nt
Cc1cc2cc(CN(CCN(C)C)C(=S)NCc3ccco3)c(=O)[nH]c2cc1C | -6.5% | 5.0
O=C(Cn1nnc(-c2ccccc2-n2cnnn2)n1)N1CCCCC1 | 1.5% | 0.8
Cc1csc(NC(=O)NC2(C(F)(F)F)Oc3ccccc3O2)n1 | 5.3% | -3.4
CCc1nnc(NC(=O)C2CCCN(S(=O)(=O)c3ccc(OC)cc3)C2)s1 (stereo not given) | -3.1% | -10.8
COc1cc(OC)cc(OCC(O)Cn2ccnc2)c1 (stereo not given) | 3.3% | nt
O=C(c1cn(-c2ccc(Cl)c(Cl)c2)nn1)C1CC1 | -3.7% | -10.4
Cc1ccsc1C(=O)OCC(=O)N1CC(=O)Nc2ccccc21 | -3.2% | 7.5
CS(=O)c1ccccc1O (stereo not given) | 0.6% | 1.2
O=c1cc(-c2ccccc2Cl)oc2cc(O)cc(O)c12 | 2.5% | nt
O=C(COc1ccc(Br)cc1Br)NC(=O)NC1CCCC1 | -2.0% | nt
O=C(CCN1C(=O)C2C3C=CC(C3)C2C1=O)Nc1ccccc1F (stereo not given) | -2.0% | 9.0
O=C(Cn1c(=O)[nH]c2ccccc2c1=O)N1CCN(c2cccc(Cl)c2)CC1 | -3.3% | -10.4
Cc1cc(Nc2nc(Cl)c(Cl)cc2Cl)n(-c2ccccc2)n1 | -1.6% | nt
CCOc1ccccc1NC(=O)Nc1cc(S(=O)(=O)N(C)C)ccc1C | 1.5% | nt
Cc1nn(-c2ccc(Cl)c(Cl)c2)c(=O)c2ccccc12 | -5.6% | 17.9
CCN(CC)c1c([N+](=O)[O-])ncn1C | -1.9% | 6.6
COc1ccccc1C1NC(=O)CS1 (stereo not given) | 2.4% | 5.2
CCN(CC)c1ccc(/C=N/N2CCN(Cc3ccccc3)CC2)c(O)c1 | -0.1% | 7.1
CN(C)S(=O)(=O)c1ccc(C(=O)OCCn2cnc3c2c(=O)n(C)c(=O)n3C)cc1 | 1.1% | 12.6
N#C/C(=C/c1cn[nH]c1-c1cccc(Br)c1)C(=O)O | -3.3% | 9.6
O=C(CCNC(=O)Cn1ccc2ccccc2c1=O)NCCc1ccccc1Cl | 0.6% | nt
COc1cc(C(=O)Nc2ccc(N3CCOCC3)cc2)ccc1OCc1c(C)noc1C | -0.1% | 10.3
O=C(OC1Cn2c(=O)ccc(=O)n2C1)c1ccc([N+](=O)[O-])cc1 | 1.6% | nt
Clc1cc(Br)ccc1OCCCNCc1ccccc1 | -10.4% | 4.8
O=C(Cn1nnc(-c2cccs2)n1)N1CCOCC1 | -3.1% | 1.9
COc1ccc(N2CC(C(=O)N/N=C/c3ccc([N+](=O)[O-])cc3)CC2=O)cc1 (stereo not given) | 4.5% | -11.0
COc1cc2c(cc1OC)C(c1cccs1)N(C(=S)NC(C)C)CC2 (stereo not given) | -1.8% | -15.7
COC(=O)c1ccccc1NS(=O)(=O)c1ccc2[nH]c(=O)[nH]c2c1 | 0.1% | -6.7
COC(=O)c1ccc2c(c1)S(=O)(=O)NC(=NCCCN1CCOCC1)S2 | nt | -2.2
N#CC1=C(N)N(c2ccccc2)C2=C(C(=O)CCC2)C1c1cccs1 (stereo not given) | 2.5% | nt
Cc1ccc(NC(=O)CCC(=O)n2nc(C)cc2C)c(C)c1 | -2.4% | nt
O=[N+]([O-])c1ccc(N2CCNCC2)c(Cl)c1 | 0.8% | 7.7
O=C(NC1CCS(=O)(=O)C1)Oc1ccccc1 (stereo not given) | 1.5% | 10.1
COc1ccc(-c2cccc(C3CC=CC4C3C(=O)N(Cc3ccccc3)C4c3ccc(OC)c(Cl)c3)c2)cc1 (stereo not given) | 7.3% | nt
O=C(CSc1nc2ccccc2c(=O)n1CCCN1CCOCC1)c1c[nH]c2ccccc12 | 1.5% | nt
CC(C)Cc1cc(C(=O)Nc2ccc3c(c2)OCO3)no1 | 7.3% | -7.8
Cc1ncc([N+](=O)[O-])n1CCOC(=O)c1ccc(Cl)cc1Cl | -6.0% | -8.0
CCOc1ccc(/C=C(\C#N)C(=O)Nc2cccnc2)cc1 | -3.2% | nt
CC1(CCc2ccc(O)cc2)NC(=O)NC1=O (stereo not given) | 3.9% | nt

# The list goes on.
SMILES | M. tuberculosis GlmU | Mtb RmlCD inh
Cn1c(Cn2c(=O)sc3ccccc32)nnc1SCC(=O)NC1CCCCC1 | 3.6% | 7.1
Cn1nnc2cc(C(=O)N3CCN(c4ccccc4)CC3)ccc21 | -3.2% | 10.8
CCOc1cc2[nH]c(=S)n(CC3CCCO3)c(=O)c2cc1OCC (stereo not given) | 1.5% | 6.7
CN1CCN(c2ccccc2NC(=O)c2cc3c(s2)-c2ccccc2OC3)CC1 | -5.8% | 25.6
O=C(CCC(=O)Nc1ccc(F)cc1)N/N=C/c1ccccc1O | -4.1% | -3.8
CN(c1ccccc1)c1nc(N2CCCC2)nc(-n2ccnc2)n1 | -2.9% | 21.8
O=[N+]([O-])c1cc(Cl)ccc1N1CCN(c2cccc(C(F)(F)F)c2)CC1 | -1.4% | 11.7
c1ccc(CNC2=NCCC2)nc1 | -1.2% | nt
Cc1ccc2[nH]c(=O)c(CN(CCO)Cc3nnnn3CCc3ccccc3)cc2c1 | -1.2% | -1.8
CN1CCCC(C(=O)C(C#N)c2ccccc2)C1 (stereo not given) | 2.2% | nt
Cc1ccc(NC(=O)CCCSc2ccccc2)cc1S(=O)(=O)N1CCOCC1 | -2.6% | -5.0
CC(C)Cc1nnc(NC(=O)Cc2ccccc2[N+](=O)[O-])s1 | 0.7% | -2.3
COc1ccc(/C=N/NC(=O)Cn2cnc3c2c(=O)n(C)c(=O)n3C)c(OC)c1OC | 4.3% | nt
CNS(=O)(=O)c1cccc(C(=O)OCC(=O)c2cc(C)n(-c3ccc4c(c3)OCO4)c2C)c1 | -3.5% | 10.7
O=C(NCc1cccnc1)C(C(=O)c1ccc(F)cc1)n1ccccc1=O (stereo not given) | 6.1% | nt
CC(Oc1ccc(Cl)cc1Cl)c1nc(-c2ccc(NC(=O)c3cccnc3)cc2)no1 (stereo not given) | 2.7% | -4.1
Cc1cc(OCC(=O)N(C(C)C)C(C)C)ccc1Cl | 1.1% | nt
COC(=O)c1ccc(-n2cc(-c3ccc(OC)cc3)[nH]c2=S)cc1 | 2.8% | nt
C/C(=N\NC(=O)c1cc(-c2ccco2)nc2ccccc12)c1cccnc1 | 2.5% | 0.0
CC(=O)c1ccc(NC2CC(O)C(O)CO2)cc1 (stereo not given) | 1.9% | nt
O=c1[nH]c2ccccc2nc1/C=C/c1ccc(F)cc1 | -5.5% | -6.0
Cc1ccc(C)c(OCc2ccc(C(=O)NN)o2)c1 | nt | 1.0
O=C(Cn1ccc([N+](=O)[O-])n1)NCCc1c[nH]c2ccccc12 | -0.5% | -5.8
CCC(=O)Nc1ccc(C(=O)NNC(=O)c2cc(OC)c(OC)c(OC)c2)cc1 | -3.9% | 8.6
COc1ccc(N2CC(C(=O)NC3CC(C)(C)NC(C)(C)C3)CC2=O)cc1 (stereo not given) | 0.7% | nt
CNC(=S)Nc1cccc2[nH]ncc12 | 2.1% | -4.6
CCOc1cc(-c2cc(-c3ccc(C)o3)nc(N)c2C#N)ccc1O | 3.3% | -2.8
CCCC(=O)Nc1cccc(-c2cn3cccnc3n2)c1 | -0.5% | -12.1
Nc1ccc(N2CCCCC2)c2nonc12 | -1.1% | 8.2
Cc1oc2c(C)c(O)ccc2c(=O)c1-c1nncn1-c1ccccc1 | -3.3% | 17.5
COC(=O)c1sc(Nc2ccccc2)nc1C | -3.3% | nt
COc1ccc(NC(=O)c2ccco2)cc1NC(=O)c1cc2ccccc2o1 | -2.1% | nt
CCOc1ccccc1C1NC(=O)NC(C)=C1C(=O)OC1CCCC1C (stereo not given) | 1.2% | 25.0
O=c1c2ccccc2n2c(-c3cccc(F)c3)nnc2n1Cc1ccccc1 | 1.4% | -8.8
CSCCC(N=Cc1c(O)n(-c2ccc(F)cc2)c(=O)[nH]c1=O)C(=O)OC(C)(C)C (stereo not given) | -1.3% | -6.4
O=C(O)C1=C(C(=O)N2CCN(C(=O)c3ccco3)CC2)CCCC1 | nt | 8.3
CCN(CCCNC(=O)Cn1cc2c(n1)CCCC2)c1cccc(C)c1 | 3.1% | -8.3
CCOC(=O)c1nnn(-c2nonc2N)c1CN1CCCCCC1 | 3.6% | nt
Cc1sc(NC(=O)CSc2nnc(COc3ccc(Cl)cc3)n2C)c(C#N)c1C | 0.0% | 7.3
COC(=O)c1ccccc1NC(=O)Cn1c(=O)oc2ccc(Cl)cc21 | 3.5% | -0.6
Cc1ccc(-n2ncc3c(=O)n(CC#N)cnc32)cc1C | -5.6% | nt
COCCn1nnnc1C(c1ccc(OC)cc1)N1CCC(C)CC1 (stereo not given) | -0.3% | 12.3
